Screening results as filed in PubChem.
TcdB inh = inhibitors of Clostridioides difficile toxin B glycohydrolase. P18177. inhibition, % at 9.99 µM. TcdB glycohydrolase enzymatic assay, plate reader. hit rate 0.24% among 350,000; in the data active = inhibition above about 10%
Target sequence (P18177 whole entry, looked up): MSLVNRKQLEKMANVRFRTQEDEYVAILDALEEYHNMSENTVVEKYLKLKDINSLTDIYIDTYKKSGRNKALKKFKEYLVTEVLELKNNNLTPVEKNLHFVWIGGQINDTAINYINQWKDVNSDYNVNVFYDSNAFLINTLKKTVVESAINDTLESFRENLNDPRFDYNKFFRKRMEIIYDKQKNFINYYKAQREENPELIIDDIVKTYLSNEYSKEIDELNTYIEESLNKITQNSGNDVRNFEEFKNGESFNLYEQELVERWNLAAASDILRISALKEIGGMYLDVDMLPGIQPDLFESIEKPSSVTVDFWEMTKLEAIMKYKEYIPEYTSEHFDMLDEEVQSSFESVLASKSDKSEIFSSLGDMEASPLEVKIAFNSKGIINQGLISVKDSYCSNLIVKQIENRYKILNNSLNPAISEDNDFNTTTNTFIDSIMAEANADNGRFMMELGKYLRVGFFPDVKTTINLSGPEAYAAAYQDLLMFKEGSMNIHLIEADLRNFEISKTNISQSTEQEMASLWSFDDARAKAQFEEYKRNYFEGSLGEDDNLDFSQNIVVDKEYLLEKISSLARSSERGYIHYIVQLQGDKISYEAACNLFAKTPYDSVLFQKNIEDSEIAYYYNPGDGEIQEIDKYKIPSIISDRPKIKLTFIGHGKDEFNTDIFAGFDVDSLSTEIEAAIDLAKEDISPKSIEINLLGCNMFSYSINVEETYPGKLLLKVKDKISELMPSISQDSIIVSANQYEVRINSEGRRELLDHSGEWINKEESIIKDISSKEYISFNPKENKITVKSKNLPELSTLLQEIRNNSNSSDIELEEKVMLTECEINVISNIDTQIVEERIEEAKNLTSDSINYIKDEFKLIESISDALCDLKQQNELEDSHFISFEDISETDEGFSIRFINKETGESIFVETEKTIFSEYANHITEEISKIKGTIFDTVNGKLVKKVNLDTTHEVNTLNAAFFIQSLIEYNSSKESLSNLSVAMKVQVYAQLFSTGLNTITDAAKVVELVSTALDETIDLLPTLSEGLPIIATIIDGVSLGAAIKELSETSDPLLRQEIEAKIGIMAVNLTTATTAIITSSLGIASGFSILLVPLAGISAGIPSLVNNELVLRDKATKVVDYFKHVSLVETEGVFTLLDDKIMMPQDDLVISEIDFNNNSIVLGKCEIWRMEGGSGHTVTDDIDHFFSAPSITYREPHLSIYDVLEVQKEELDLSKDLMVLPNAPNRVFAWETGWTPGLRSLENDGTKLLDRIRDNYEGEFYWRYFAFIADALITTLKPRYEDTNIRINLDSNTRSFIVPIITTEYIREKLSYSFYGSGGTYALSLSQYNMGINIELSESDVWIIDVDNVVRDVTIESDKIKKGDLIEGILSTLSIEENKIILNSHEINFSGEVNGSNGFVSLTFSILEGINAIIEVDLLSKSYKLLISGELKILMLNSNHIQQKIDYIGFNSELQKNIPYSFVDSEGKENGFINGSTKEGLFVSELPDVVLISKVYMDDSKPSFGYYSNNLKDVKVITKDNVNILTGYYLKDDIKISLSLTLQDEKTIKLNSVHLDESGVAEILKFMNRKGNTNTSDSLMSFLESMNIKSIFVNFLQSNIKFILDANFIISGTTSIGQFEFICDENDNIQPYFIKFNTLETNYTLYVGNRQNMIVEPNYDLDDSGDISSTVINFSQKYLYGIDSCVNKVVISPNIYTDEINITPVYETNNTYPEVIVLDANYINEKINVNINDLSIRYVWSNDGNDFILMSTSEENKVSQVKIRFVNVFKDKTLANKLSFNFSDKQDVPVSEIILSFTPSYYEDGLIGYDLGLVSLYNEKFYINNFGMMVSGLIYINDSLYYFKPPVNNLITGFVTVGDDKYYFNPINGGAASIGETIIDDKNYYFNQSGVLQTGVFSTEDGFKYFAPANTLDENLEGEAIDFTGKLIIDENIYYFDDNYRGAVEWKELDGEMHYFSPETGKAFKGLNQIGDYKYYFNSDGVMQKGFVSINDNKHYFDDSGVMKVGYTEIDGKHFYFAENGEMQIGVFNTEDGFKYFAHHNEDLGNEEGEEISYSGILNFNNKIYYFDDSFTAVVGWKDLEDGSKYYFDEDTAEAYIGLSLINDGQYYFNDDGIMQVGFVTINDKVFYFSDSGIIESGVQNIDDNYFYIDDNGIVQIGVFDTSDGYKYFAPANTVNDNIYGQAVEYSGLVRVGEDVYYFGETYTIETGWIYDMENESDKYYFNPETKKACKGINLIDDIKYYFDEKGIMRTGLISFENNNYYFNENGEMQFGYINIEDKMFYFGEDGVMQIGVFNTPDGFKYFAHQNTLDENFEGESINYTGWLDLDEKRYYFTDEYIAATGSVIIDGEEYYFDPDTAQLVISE
The depositor's hits bear a star; & = joins results of further samples. The list is partial; the hit share may differ from the screen's.

SMILES	TcdB inh
COc1ccc2c3c(n(C)c2c1)[C@H](CO)N(C)CC31CCN(C(=O)c2cccnc2)CC1	-2.1
C[C@H](CO)N1C[C@H](C)[C@@H](CN(C)C(=O)Nc2cccc3ccccc23)OCCCC[C@H](C)Oc2ccc(NC(=O)CCCN(C)C)cc2C1=O	0.6
O=C(C[C@H]1C[C@H]2c3cc(NC(=O)c4ccc5c(c4)OCO5)ccc3O[C@H]2[C@H](CO)O1)NC1CCCC1	0.0
C[C@H]1CN([C@@H](C)CO)C(=O)c2cccc(NC(=O)CCCCCC(=O)Nc3ccccc3N)c2O[C@H]1CN(C)CC1CC1	1.9
CN1[C@@H]2CN(C(=O)C3CCCCC3)c3ccccc3[C@@H]2[C@@H]1CO	-0.3
CCC(=O)N1CC[C@H]2[C@H](CO)Nc3ccc(-c4ccc(F)cc4)cc3[C@H]21	5.3
CCCNC(=O)C[C@@H]1CC[C@H]2[C@@H](COc3ccc(NC(=O)c4ccccc4)cc3C(=O)N2C)O1	-0.7
COCC(=O)N(C)C[C@H]1Oc2cc(-c3ccccc3)ccc2S(=O)(=O)N([C@H](C)CO)C[C@H]1C	0.6
C/C=C/c1ccc2c(c1)O[C@@H](CN(C)C(=O)c1cccnc1)[C@H](C)CN([C@H](C)CO)S2(=O)=O	0.2
COCCOC(=O)N1C(=O)[C@@]2(c3ccccc31)[C@H](c1ccc(OCCO)cc1)N1[C@H](c3ccccc3)[C@H](c3ccccc3)OC(=O)[C@H]1[C@@H]2C(=O)N1CCN(c2ncccn2)CC1	-0.5
O=C(C[C@@H]1CC[C@H]2[C@@H](COC[C@H](O)CN2CC2CCOCC2)O1)N1CCOCC1	-0.6
CCCC#Cc1ccc([C@H]2[C@@H](CO)N3C(=O)CN(C(=O)Cc4cccnc4)C[C@@H]23)cc1	0.9
C[C@@H]1CN([C@H](C)CO)C(=O)c2cc(NC(=O)CCCN(C)C)ccc2O[C@@H]1CN(C)Cc1ccccc1	-1.1
CC=Cc1ccc2n(c1=O)C[C@H]1[C@H](CO)[C@@H](C(=O)NCCCN(C)C)[C@@H]2N1C(=O)c1ccccc1F (mixture of isomers)	0.4
C[C@H]1CCCCO[C@@H](CN(C)C)[C@@H](C)CN([C@@H](C)CO)C(=O)c2cc(NS(C)(=O)=O)ccc2O1	-0.4
CC(C)NC(=O)N(C)C[C@@H]1OCCCC[C@H](C)Oc2ccc(NS(=O)(=O)c3cccs3)cc2C(=O)N([C@@H](C)CO)C[C@@H]1C	0.5
CCCNC(=O)C[C@@H]1CC[C@@H]2[C@@H](COc3ccc(NC(=O)NC(C)C)cc3C(=O)N2C)O1	0.3
CC(C)NC(=O)N1[C@@H]2CN(C(=O)C3CC3)c3ccccc3[C@@H]2[C@@H]1CO	0.4
COc1cccc(-c2ccc([C@H]3[C@H]4CN(C(=O)c5cccnc5)CC(=O)N4[C@H]3CO)cc2)c1	-2.0
C[C@H](CO)N1C[C@H](C)[C@H](CN(C)C(=O)Nc2ccc(F)cc2)Oc2ccc(NC(=O)Nc3cccc4ccccc34)cc2CC1=O	-0.7
O=C(C[C@H]1CC[C@H]2[C@@H](COC[C@@H](O)CN2Cc2cccc(Cl)c2)O1)NCc1cccc(F)c1	-0.6
CCC(=O)N1CC2(C1)[C@@H](c1ccccc1)[C@@H](CO)N2Cc1cccc(Cl)c1	0.1
O=C(Cc1ccccn1)NCC[C@@H]1CC[C@@H](NS(=O)(=O)c2ccc(F)cc2)[C@@H](CO)O1	-1.2
C[C@H]1CN([C@@H](C)CO)S(=O)(=O)c2ccc(C#Cc3cccnc3)cc2O[C@@H]1CN(C)CC1CCOCC1	0.5
O=C(C[C@H]1CC[C@H]2[C@@H](COC[C@@H](O)CN2C(=O)Nc2ccc(Cl)c(Cl)c2)O1)NCc1ccc(Cl)c(Cl)c1	-1.1

Given in markdown: 4 of the compounds above.
| Structure | TcdB inh |
| --- | --- |
| O=C(C[C@H]1C[C@H]2c3cc(NC(=O)c4ccc5c(c4)OCO5)ccc3O[C@H]2[C@H](CO)O1)NC1CCCC1 | 0.0 |
| CCC(=O)N1CC2(C1)[C@@H](c1ccccc1)[C@@H](CO)N2Cc1cccc(Cl)c1 | 0.1 |
| CCCNC(=O)C[C@@H]1CC[C@H]2[C@@H](COc3ccc(NC(=O)c4ccccc4)cc3C(=O)N2C)O1 | -0.7 |
| O=C(Cc1ccccn1)NCC[C@@H]1CC[C@@H](NS(=O)(=O)c2ccc(F)cc2)[C@@H](CO)O1 | -1.2 |

(further entries)
SMILES	TcdB inh
O=C(C[C@@H]1C=C[C@@H](NC(=O)c2ccncc2)[C@@H](CO)O1)Nc1ccc(-c2ccccc2)cc1	-8.2
CO[C@@H]1CN(C)C(=O)c2cc(NC(C)=O)ccc2OC[C@H](C)N(C(=O)C2CCOCC2)C[C@@H]1C	0.4
O=C(C[C@@H]1C=C[C@@H](NC(=O)Nc2ccc3c(c2)OCO3)[C@H](CO)O1)NCc1ccccc1	-0.1
CN1C(=O)c2cc(NC(=O)C3CCCCC3)ccc2OC[C@@H]2O[C@@H](CC(=O)NCc3ccccc3F)CC[C@H]21	1.1
CNC(=O)C[C@@H]1CC[C@@H]2[C@H](COC[C@H](O)CN2C(=O)c2ccccn2)O1	0.7
C[C@@H]1CN([C@@H](C)CO)C(=O)CCCn2nncc2CO[C@@H]1CN(C)Cc1cccc(C(=O)O)c1	-0.6
CN(C)C(=O)C[C@H]1C[C@H]2c3cc(NS(C)(=O)=O)ccc3O[C@H]2[C@@H](CO)O1	0.7
O=C(C[C@H]1C[C@H]2c3cc(NC(=O)c4cccnc4)ccc3O[C@H]2[C@H](CO)O1)NCCN1CCCCC1	-1.2
C[C@@H]1CCCCO[C@H](CN(C)C(=O)NC2CCCCC2)[C@@H](C)CN([C@H](C)CO)C(=O)c2cc(NC(=O)Nc3cccc4ccccc34)ccc2O1	-0.6
O=C(CCN1CCCCC1)NCC[C@H]1CC[C@H](NC(=O)Cc2cccnc2)[C@@H](CO)O1	0.3
O=C(Nc1ccc2c(c1)[C@@H]1C[C@@H](CC(=O)N3CCCCC3)O[C@@H](CO)[C@@H]1O2)NC1CCCC1	-1.6
CCC(=O)N(C)C[C@H]1Oc2cc(-c3cccc(OC)c3)ccc2S(=O)(=O)N([C@@H](C)CO)C[C@H]1C	-2.6
C[C@H](CO)N1C[C@H](C)[C@@H](CN(C)C(=O)c2ccncc2)OCCCC[C@H](C)Oc2ccc(NC(=O)c3ccccc3)cc2C1=O	-3.1
CNC[C@@H]1Oc2ncc(-c3ccc(C#N)cc3)cc2C(=O)N([C@H](C)CO)C[C@@H]1C	-1.1
COc1cccc(C(=O)Nc2ccc3c(c2)C(=O)N(C)C[C@@H](OC)[C@@H](C)CN(C(C)=O)[C@H](C)CO3)c1	-1.4
C[C@@H]1CCCCO[C@@H](CN(C)Cc2ccc(C(=O)O)cc2)[C@@H](C)CN([C@@H](C)CO)C(=O)c2cc(NC(=O)Nc3ccccc3)ccc2O1	-0.4
N#C[C@@H]1[C@H](c2ccccc2)[C@H](CO)N1C(=O)c1cc(Cl)cc(Cl)c1	0.8
COc1ccc(-c2cnc3c(c2)C(=O)N([C@H](C)CO)C[C@H](C)[C@H](CN(C)C(=O)NC2CCCC2)O3)cc1	-0.1&0.8
CNC[C@H]1Oc2ncc(-c3ccc(C#N)cc3)cc2C(=O)N([C@@H](C)CO)C[C@H]1C	-0.1
C/C=C/c1cnc2c(c1)C(=O)N([C@@H](C)CO)C[C@@H](C)[C@H](CN(C)C(=O)CN1CCOCC1)O2	-0.5
Cc1noc(C)c1NC(=O)N[C@H]1CC[C@H](CCNC(=O)C2CCC2)O[C@H]1CO	0.0
CCNC(=O)C[C@H]1C=C[C@H](NC(=O)NC2CCCCC2)[C@@H](CO)O1	-6.9
COc1ccc(S(=O)(=O)N(C)C[C@@H]2Oc3ccc(NS(=O)(=O)c4cn(C)cn4)cc3CC(=O)N([C@@H](C)CO)C[C@@H]2C)cc1	0.1
CCC(=O)N[C@H]1CC[C@H](CC(=O)NCc2ccccc2OC)O[C@@H]1CO	-0.2
C[C@@H](O)C#Cc1ccc2c(c1)O[C@H](CN(C)C(=O)c1ccncc1)[C@@H](C)CN([C@@H](C)CO)S2(=O)=O	-1.3

Rewritten in CSV form: 6 of the compounds above.
mol,TcdB inh
C/C=C/c1cnc2c(c1)C(=O)N([C@@H](C)CO)C[C@@H](C)[C@H](CN(C)C(=O)CN1CCOCC1)O2,-0.5
Cc1noc(C)c1NC(=O)N[C@H]1CC[C@H](CCNC(=O)C2CCC2)O[C@H]1CO,0.0
CCNC(=O)C[C@H]1C=C[C@H](NC(=O)NC2CCCCC2)[C@@H](CO)O1,-6.9
COc1ccc(S(=O)(=O)N(C)C[C@@H]2Oc3ccc(NS(=O)(=O)c4cn(C)cn4)cc3CC(=O)N([C@@H](C)CO)C[C@@H]2C)cc1,0.1
CCC(=O)N[C@H]1CC[C@H](CC(=O)NCc2ccccc2OC)O[C@@H]1CO,-0.2
C[C@@H](O)C#Cc1ccc2c(c1)O[C@H](CN(C)C(=O)c1ccncc1)[C@@H](C)CN([C@@H](C)CO)S2(=O)=O,-1.3

2 consecutive entries already listed, quoted:
SMILES	TcdB inh
Cc1noc(C)c1NC(=O)N[C@H]1CC[C@H](CCNC(=O)C2CCC2)O[C@H]1CO	0.0
CCNC(=O)C[C@H]1C=C[C@H](NC(=O)NC2CCCCC2)[C@@H](CO)O1	-6.9

Following part:
SMILES	TcdB inh
CCC(=O)Nc1ccc2c(c1)C(=O)N(C)C[C@H](OC)[C@H](C)CN(C(=O)NC(C)C)[C@H](C)CO2	-0.3
C[C@@H]1CN([C@H](C)CO)S(=O)(=O)c2ccc(C#CC3(O)CCCC3)cc2O[C@H]1CN(C)C	-1.3
C[C@@H]1CCCCO[C@H](CN(C)C(=O)Nc2cccc3ccccc23)[C@H](C)CN([C@H](C)CO)C(=O)c2cc(NS(=O)(=O)c3ccc(Cl)cc3)ccc2O1	1.2
C[C@H]1CN([C@@H](C)CO)C(=O)c2cccc(NC(=O)Nc3ccc(F)cc3)c2O[C@H]1CN(C)C(=O)Nc1cccc2ccccc12	0.6
O=C(NCCc1ccccc1)[C@@H]1[C@@H](CO)[C@@H]2Cn3c(cccc3=O)[C@H]1N2CC1CC1	1.1
C[C@@H]1CCc2cnnn2COC[C@@H](Cc2ccccc2)NC1=O	-0.3
CCCC(=O)N1CC2(C1)CN(Cc1ccccc1F)[C@@H](CO)c1c2c2ccc(OC)cc2n1C	-0.7
CCN(C[C@@H]1[C@H](c2ccccc2)[C@@H](CO)N1C(C)=O)C(=O)c1ccccn1	-2.1
CO[C@H]1CN(C)C(=O)c2cc(NC(=O)c3ccccc3F)ccc2OC[C@@H](C)N(CC2CCOCC2)C[C@H]1C	0.5
C[C@@H]1CN([C@@H](C)CO)C(=O)c2cc(-c3ccncc3)cnc2O[C@H]1CN(C)S(=O)(=O)c1ccccc1	0.5
CN(C)CC#Cc1ccc([C@@H]2[C@@H](CO)N3C(=O)CN(C(=O)c4cccc(F)c4)C[C@H]23)cc1	0.1
C[C@@H]1CN([C@@H](C)CO)C(=O)Cc2cc(NS(=O)(=O)c3cn(C)cn3)ccc2O[C@H]1CN(C)Cc1ccc(C(F)(F)F)cc1	1.4
CCCNC(=O)N1[C@@H]2CNC[C@H]1C2c1ccc(/C=C/c2ccccc2)cc1 (some centres undefined)	1.5&0.8
COc1ccccc1C#Cc1ccc2c(c1)[C@@H]1[C@@H](CCN1C(=O)c1ccc(F)cc1)[C@H](CO)N2	1.2
C[C@H]1CN([C@@H](C)CO)C(=O)Cc2cc(NC(=O)CCC(F)(F)F)ccc2O[C@@H]1CN(C)Cc1ccccc1	-0.1
O=C(O)[C@@H]1[C@@H](CO)[C@@H]2Cn3c(ccc(-c4ccccc4)c3=O)[C@@H]2N1Cc1ccccc1F	0.8
C[C@@H]1CCCCO[C@H](CN(C)C(=O)Nc2ccccc2)[C@@H](C)CN([C@@H](C)CO)C(=O)c2cc(NC(=O)CCC(F)(F)F)ccc2O1	0.8
CCCN1C[C@@H](C)[C@H](OC)CN(C)C(=O)c2ccc(NC(=O)COC)cc2OC[C@@H]1C	-8.0
O=C(c1cccc(F)c1)N1CCCCN2[C@H](CO)[C@H](c3ccc(-c4ccc(F)cc4)cc3)[C@@H]2C1	-0.5
CC(C)C#Cc1ccc([C@@H]2[C@H](C#N)N(C(=O)C3CC3)[C@H]2CO)cc1	1.3
O=C(C[C@@H]1CC[C@H]2[C@@H](COC[C@@H](O)CN2S(=O)(=O)c2ccc(F)cc2)O1)NCC1CC1	-1.8
C[C@@H]1CN([C@H](C)CO)C(=O)c2cc(NC(=O)Cn3cnnn3)ccc2O[C@@H]1CN(C)S(=O)(=O)c1ccccc1	-0.1
C[C@@H]1CN([C@@H](C)CO)C(=O)c2cc(NC(=O)NC3CCCCC3)ccc2O[C@@H](C)CCCCO[C@@H]1CN(C)S(=O)(=O)c1ccccc1	-1.0
CCNC(=O)C[C@H]1CC[C@H]2[C@@H](COc3ccc(NC(=O)c4cccc(OC)c4)cc3C(=O)N2C)O1	0.6
CN(C)c1ccc2c(c1)[C@@H]1C[C@H](CC(=O)O)O[C@@H](CO)[C@@H]1O2	-41.9
Remaining list, next part
SMILES	TcdB inh
C[C@H]1CN([C@@H](C)CO)C(=O)c2cccc(NC(=O)Nc3ccc(C(F)(F)F)cc3)c2O[C@H]1CN(C)C(=O)Nc1ccc(C(F)(F)F)cc1	-0.5
Cc1noc(C)c1S(=O)(=O)Nc1ccc2c(c1)C(=O)N([C@@H](C)CO)C[C@@H](C)[C@@H](CN(C)Cc1ccc(C(F)(F)F)cc1)OCCCC[C@H](C)O2	-0.6
COc1ccc(NC(=O)Nc2ccc3c(c2)C(=O)N([C@H](C)CO)C[C@H](C)[C@@H](CN(C)Cc2ccncc2)OCCCC[C@@H](C)O3)cc1	-0.4
CO[C@H]1CN(C)C(=O)c2ccc(NS(=O)(=O)c3ccc(C)cc3)cc2OC[C@H](C)N(Cc2nccs2)C[C@@H]1C	0.6
C[C@H](NC(=O)C[C@H]1CC[C@H](NS(=O)(=O)c2cccc(F)c2)[C@H](CO)O1)c1ccccc1	0.3
COc1ccccc1NC(=O)N[C@H]1CC[C@@H](CCNS(=O)(=O)c2ccc(Cl)cc2)O[C@@H]1CO	0.8
COc1cccc(NC(=O)N[C@H]2C=C[C@@H](CC(=O)Nc3ccc(-c4ccccc4)cc3)O[C@@H]2CO)c1	0.1
CNC[C@@H]1Oc2ccc(NS(=O)(=O)c3ccc(C)cc3)cc2C(=O)N([C@H](C)CO)C[C@H]1C	0.0
